Bioassay records as filed in PubChem.
Cdc42 wt GTP – modulators of GTP binding to wildtype Cdc42, primary screen, biochemical, multiplex bead flow cytometry, Bodipy-GTP | Cell division control protein 42 homolog (Homo sapiens), P60953 | GST-Cdc42 beads; actives lie on both sides | percent activity (GTP binding), % at 10 µM | actives 0.2% (n = 190,000) | AID 761, 2007;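 active = percent activity GTP binding at least 20 points away from the 100% baseline, either down as inhibitor or up as activator; inconclusive = compound flagged as likely green fluorescent from well-wide comparison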;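 also: median bead fluorescence of bound Bodipy-FL-GTP at 100 nM; 0% = excess unlabeled GTP control and 100% = no compound control; below 100% means less GTP binding so inhibitor and above means activator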
Target sequence (P60953 whole entry, looked up): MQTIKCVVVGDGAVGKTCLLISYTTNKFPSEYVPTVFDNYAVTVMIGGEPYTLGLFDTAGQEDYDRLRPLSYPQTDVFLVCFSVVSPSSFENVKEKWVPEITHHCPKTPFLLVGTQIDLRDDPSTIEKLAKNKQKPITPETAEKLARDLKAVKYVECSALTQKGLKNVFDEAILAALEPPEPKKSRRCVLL
Mcl1 Noxa PPI – Mcl-1/Noxa binding inhibitors, primary screen, biochemical, TR-FRET, 1536-well; Induced myeloid leukemia cell differentiation protein Mcl-1 (Homo sapiens), Q07820; actives 1.5% (n = 220,000); inhibition, % at 21.7 µM; TR-FRET Mcl-1/Noxa peptide binding, 2 h;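 active = compounds that cut the protein-peptide binding signal by more than 50% relative to plate controls in a single-dose test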;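 also: His-tagged Mcl-1 with rhodamine Noxa BH3 peptide and terbium anti-His antibody; 0% = Mcl-1 plus Noxa peptide wells and 100% = peptide-only wells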
Target sequence (Q07820 whole entry, looked up): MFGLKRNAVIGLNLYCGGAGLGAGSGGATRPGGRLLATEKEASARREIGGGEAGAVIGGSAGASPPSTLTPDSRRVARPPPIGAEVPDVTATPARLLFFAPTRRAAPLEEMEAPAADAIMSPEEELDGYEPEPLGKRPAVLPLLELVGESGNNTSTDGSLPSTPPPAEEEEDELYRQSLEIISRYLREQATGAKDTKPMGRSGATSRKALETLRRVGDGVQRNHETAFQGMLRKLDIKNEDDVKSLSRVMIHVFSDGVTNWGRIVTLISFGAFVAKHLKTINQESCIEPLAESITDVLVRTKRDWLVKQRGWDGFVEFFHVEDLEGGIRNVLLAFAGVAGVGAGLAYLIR
Rac1 wt GTP bind – wildtype Rac1 GTP binding modulators, primary screen, biochemical, GST-Rac1 beads, flow cytometry, multiplex | Ras-related C3 botulinum toxin substrate 1 (Homo sapiens), P63000 | fluorescent GTP binding; actives lie on both sides; 0 = cold GTP competed, 100 = untreated | GTP binding activity (% of control), % at 10 µM | actives 0.27% (n = 190,000);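 active = GTP binding activity at least 20 points away from the 100% control level, either lower or higher; inconclusive = compound flagged as likely green fluorescent, judged across all proteins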
Bim-Mcl-1 – inhibitors of Bim peptide binding to Mcl-1, primary screen, biochemical, bead-based flow cytometry, multiplex; Bim peptide-Mcl-1 binding; Induced myeloid leukemia cell differentiation protein Mcl-1 (Homo sapiens), Q07820; inhibition, % at 10 µM; actives 0.1% (n = 190,000); AID 1009, 2008; in the data active = inhibition above about 40%;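 also: 0% = no compound tracer wells and 100% = peptide blocker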
Rac1 act GTP bind – GTP binding modulators of activated mutant Rac1, primary screen, biochemical, bead-based flow cytometry, multiplex, fluorescent GTP. GST-Rac1 activated beads; actives lie on both sides; 100% means binding = to untreated wells. actives 0.11% (n = 190,000). percent activity (GTP binding), % at 10 µM. Ras-related C3 botulinum toxin substrate 1 (Homo sapiens), P63000. AID 764, 2007;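 active = GTP binding at least 20 percentage points away from the 100% baseline, in either direction, so actives lie on both sides; inconclusive = Compound likely fluorescent itself, or too few beads counted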
Rab7 wt GTP bind – modulators of GTP binding to Rab7, primary screen, biochemical, wildtype, multiplex bead flow cytometry; Rab7 GTPase wild type (dog), Bodipy-FL-GTP binding; GST-Rab7 beads, fluorescent GTP binding; actives lie on both sides; untreated = 100%, excess cold GTP = 0%; GTP binding activity (percent of control), % at 10 µM; actives 0.055% (n = 190,000); AID 758, 2007;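 active = fluorescent GTP binding to Rab7 beads changed by at least 20 points from the 100% baseline, either direction, mostly lower; inconclusive = compound itself probably fluorescent, or too few beads counted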;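 also: median green fluorescence of bound Bodipy-FL-GTP per Rab7 bead population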
Avidin fluor – green autofluorescence of compounds with avidin beads – biophysical, 488/530 nm, flow cytometry, artefact control, profiling panel. compound fluorescence 488/530 nm; hits give high values. fluorescence (KMESF) at 10 µM. actives 0.38% (n = 220,000); in the data active = fluorescence above about 47; also: inactives centre near 10
HRas wt GTP bind – modulators of GTP binding to HRas wildtype, primary screen, biochemical, bead-based flow cytometry, multiplex; GST-Ras wt beads, Bodipy-FL-GTP binding; actives lie on both sides; GTPase HRas (Homo sapiens), P01112; GTP binding activity, % at 10 µM; actives 0.14% (n = 190,000);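 active = GTP binding activity at least 20% away from the 100% baseline, either lowered as inhibitor or raised as activator; inconclusive = flagged as likely green fluorescent, judged across all proteins in the well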;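 also: 0% = unlabeled GTP competition control and 100% = no-compound control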
Target sequence (P01112 whole entry, looked up): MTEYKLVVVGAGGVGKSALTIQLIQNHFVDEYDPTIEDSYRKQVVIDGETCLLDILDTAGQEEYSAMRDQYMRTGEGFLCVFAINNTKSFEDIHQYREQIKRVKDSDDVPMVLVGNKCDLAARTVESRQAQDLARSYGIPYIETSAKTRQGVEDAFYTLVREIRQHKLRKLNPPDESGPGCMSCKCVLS
Mcl1-Bid inh – Mcl-1/Bid binding inhibitors, primary screen, biochemical, TR-FRET, 1536-well | Induced myeloid leukemia cell differentiation protein Mcl-1 (Homo sapiens), Q07820 | TR-FRET Mcl-1/Bid-Dy647 peptide binding | inhibition, % at 21.7 µM | actives 0.97% (n = 220,000) | AID 1021, 2008;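 active = compounds that cut the binding signal by more than half at the single screening dose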;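 also: His-tagged Mcl-1 with europium anti-His antibody binding Bid BH3 peptide; 0% = Mcl-1 plus peptide wells and 100% = peptide-only wells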
Pf gametocyte – late stage P. falciparum gametocyte viability inhibitors, primary screen, ATP luminescence, HTS; P. falciparum stage V gametocytes, 24 h; inhibition, % at 10.9 µM; actives 0.065% (n = 150,000);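 active = inhibition above the mean plus 3 SD of compounds within the control limits, set per campaign, cut at about 38% in these data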;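 also: 0% = DMSO wells and 100% = medium only without gametocytes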
Rab2A wt mod – modulators of GTP binding to Rab2A wildtype, primary screen, biochemical, dog, bead-based flow cytometry, multiplex; AID 760, 2007; Ras-related protein Rab-2A (Canis lupus familiaris), P61105; actives 0.19% (n = 190,000); GTP binding activity, % at 10 µM; GST-Rab2 wt beads, Bodipy-GTP binding;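 active = GTP binding activity at least 20 points away from 100%, either lowered or raised; inconclusive = signal likely due to the compound's own green fluorescence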;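 also: 0% = beads with excess unlabeled GTP and 100% = no-compound control corrected for plate trend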
* = called active by the depositor; u = inconclusive; x = no result given. Rows are unselected, and some 2.7% of all compounds hit somewhere here.

SMILES	Cdc42 wt GTP	Mcl1 Noxa PPI	Rac1 wt GTP bind	Bim-Mcl-1	Rac1 act GTP bind	Rab7 wt GTP bind	Avidin fluor	HRas wt GTP bind	Mcl1-Bid inh	Pf gametocyte	Rab2A wt mod
CC(C)[C@H](NC(=O)c1ccccc1)C(=O)OCC(=O)NCc1ccc(F)cc1	94	3	95	0	94	98	10	97	-19	x	95
CNc1nc(SC)nc(N(C#N)CC(=O)OC)n1	95	-2	96	-2	97	95	13	96	-7	-3	94
O=C(NC1=NCCS1)c1ccc(Cl)s1	u	-17	u	-1	u	u	9	u	5	x	u
C=C(C)C1CC=C(CN2CC(C)OC(C)C2)CC1 (configuration not stated)	102	6	102	-2	98	99	8	101	29	x	100
COc1ccc(-c2noc(CSc3nnc(-c4ccncc4)n3-c3ccc(F)cc3)n2)cc1OC	105	-22	109	1	99	101	12	102	-32	x	100
Cc1cc(C)n(-c2cc(-c3ccccc3)nc(C)n2)n1	104	-4	103	0	98	100	9	102	-2	5	101
Nn1c(SCC(=O)Nc2nccs2)nncc1=O	98	5	98	0	97	102	9	96	-70	x	99
COc1cc(-c2nnc3n(CCc4ccccc4)c(=O)c4ccccc4n23)cc(OC)c1OC	103	9	104	-2	100	100	10	102	4	12	101
CCN(CC(=O)Nc1ccc(NC(C)=O)cc1)C(=O)COc1ccc(C(=O)c2ccccc2)cc1	99	9	103	-5	100	100	13	100	5	-9	99
O=C(Nc1ccccc1)c1cnc2n(c1=O)CCS2	109	9	111	-4	105	106	6	106	-15	x	107
COc1ccc(S(=O)(=O)Nc2ccccc2C(=O)NC(C)(C)C)cc1OC	100	9	101	-8	99	99	10	98	2	x	100
C=C(C(=O)c1ccccc1)C(C)C(=C)C(=O)c1ccccc1	95	17	96	2	95	97	6	94	-2	0	94
O=C(CSc1ncnc2ccccc12)Nc1cc(S(=O)(=O)N2CCCCC2)ccc1Cl	98	-33	104	1	100	99	1	103	-62	15	100
Cc1ccc(S(=O)(=O)CCC(=O)c2ccc(O)cc2O)cc1	102	18	102	0	98	99	5	101	-31	0	100
CCOc1c(CNCCNC(=O)c2nonc2N)cccc1OC	107	10	105	0	100	103	11	105	-24	-1	106
COc1ccc(S(=O)(=O)Cc2ccc(C(=O)N3CCC(C(N)=O)CC3)o2)cc1	104	0	105	0	102	97	6	102	-14	x	101
COC(=O)c1cc(OC)c(OC)cc1NC(=O)c1ccco1	101	-1	100	1	99	102	7	100	-54	x	100
CCn1cc(C(=O)OCC(=O)Nc2cc(S(=O)(=O)N(C)C)ccc2C)c(=O)c2ccc(C)nc21	105	19	104	0	101	99	10	102	12	16	101
C(=C\c1nc2ccccc2[nH]1)/c1ccccc1	99	-2	104	3	99	97	24	100	3	31	98
Cc1ccccc1NC(=O)C12CC3CCC1(C)C3(C)CO2 (configuration not stated)	99	2	98	0	95	107	10	99	-15	3	99
Cc1c(C(=O)N2CCCCC2)oc2ccc(S(=O)(=O)N3CC(C)CC(C)C3)cc12 (configuration not stated)	95	15	93	-2	93	96	27	96	1	x	93
CC1CCN(C(=O)CSc2nc3ccccc3c(=O)n2Cc2ccc3c(c2)OCO3)CC1	90	x	88	-1	91	90	7	93	-15	-39	92
Cc1ccc2oc(=O)c3cc(C(=O)N4CCN(C(=O)c5ccco5)CC4)sc3c2c1	93	-5	96	0	94	101	6	95	-7	x	96
Cc1ccc(NC(=O)Cc2ccc(Cl)c(Cl)c2)cc1S(=O)(=O)N(C)C	u	3	u	-1	u	u	5	u	-24	3	u
CC(=O)Nc1sc2c(c1C(c1ccc(F)cc1)N1CCOCC1)CCCC2 (configuration not stated)	98	-10	96	-2	99	96	13	101	-56	x	100
Cc1ccc2c(c1)nnn2C1CCN(S(=O)(=O)c2ccc(C(=O)N3C(C)CCCC3C)cc2)CC1 (configuration not stated)	104	-8	104	0	102	99	17	106	-7	x	104
Cc1nc2sccn2c1P(c1c(C)nc2sccn12)c1c(C)nc2sccn12	104	-8	104	-4	101	95	7	101	-33	x	100
COc1ccc(S(=O)(=O)N2CCN(CC(=O)Nc3ccc(C)c(F)c3)CC2)cc1	103	15	105	0	100	101	12	106	-8	-29	102
O=C(COC(=O)c1ccc(S(=O)(=O)N2CCOCC2)cc1)NC1CCCCCCC1	99	6	97	7	96	99	11	98	5	-1	99
Cc1ccc(Cl)cc1NC(=S)NCCCSC1CCCCC1	100	24	99	0	94	105	6	102	4	-28	101
O=C(NCc1ccccc1)c1noc2c1CCCC2	101	15	104	-3	100	97	24	102	-25	-15	102
CN(CCO)C(=O)C1CCN(c2ncc(C(F)(F)F)cc2Cl)CC1	95	3	101	-1	98	100	9	100	-33	-26	98
COc1ccc(N2C(=O)/C(=C/c3ccc([N+](=O)[O-])cc3)N=C2C)c(OC)c1	95	33	99	1	94	89	8	94	0	-2	96
C(=N\n1cnc2ccccc21)/c1cccnc1	104	-11	105	3	101	97	35	102	-6	-1	100
O=[N+]([O-])c1ccc(Cl)c(S(=O)(=O)N2CCCCCC2)c1	103	2	103	-3	102	102	3	99	-14	x	98
CCOc1cc(C2c3c(n[nH]c3C)C(=O)N2c2ccc(Br)cc2)ccc1O (configuration not stated)	101	14	96	0	95	93	8	97	-1	-11	95
CN1CCc2c(sc3c2C(=O)NC(c2cccs2)N3)C1 (configuration not stated)	96	11	95	0	95	93	32	94	-18	-12	93
Cn1ncc(C#N)c1/N=C/N1CCCCC1	96	8	91	-2	93	97	14	97	-9	x	94
CC(OC(=O)c1ccc2c(=O)n3c(nc2c1)CCCCC3)C(=O)Nc1ccc(Cl)cn1 (configuration not stated)	u	13	u	-5	u	u	3	u	4	-19	u
CC(=O)c1ccc(NC(=S)NC(=O)c2c(Cl)c(C)nn2C)cc1	101	18	100	-1	99	104	3	99	-48	14	98
Cn1c(C(=O)NCCCN2CCCCCC2)cc2c(=O)n(C)c3ccccc3c21	103	35	100	3	98	102	7	101	-5	x	101
O=C(Nc1cc(S(=O)(=O)N2CCOCC2)ccc1Cl)c1cc(=O)c2ccccc2o1	97	16	96	-4	94	91	12	92	8	27	92
CC(C)C(=O)Nc1nnc(NC(=S)Nc2ccccc2)s1	93	20	94	-4	93	90	15	91	-33	13	91
COc1ccc(NC2=NC(=S)N(c3cccc(C)c3)C23CCCCC3)cc1	98	-6	103	6	95	97	10	95	-61	x	95
CCOCCOC(=O)c1ccc(-n2cncn2)nc1	100	10	101	-2	98	99	6	100	-14	x	99
Cc1ccc(-c2cc(C(=O)N/N=C/C(Br)=C/c3ccccc3)n[nH]2)o1	94	4	94	0	96	100	5	98	-20	-25	97
N/C(=N\OC(=O)Cc1ccccc1)c1ccc(Br)cc1	99	-1	104	-2	100	96	16	103	-22	-12	101
CCCC(C)NC(=O)Cc1ccccc1[N+](=O)[O-] (configuration not stated)	101	17	105	-2	99	105	13	99	-6	8	101
O=C(CCCn1c(=S)[nH]c2ccccc2c1=O)NCc1ccco1	98	3	100	1	98	101	13	100	-23	8	97
N#C/C(=C\c1ccc([N+](=O)[O-])o1)c1nc2ccccc2[nH]1	101	39	101	0	98	107	17	104	-20	7	105
C/C(=N\Nc1ccccn1)c1ccc(C(C)C)cc1	97	14	95	0	96	99	11	98	-7	-24	97
COc1ccc(CN(C(=O)c2ccc(-c3ccccc3)[nH]2)C(C(=O)NC(C)(C)C)c2ccncc2)cc1 (configuration not stated)	93	3	96	-2	94	104	7	96	-13	16	99
CCOc1cc(CNc2ccc(O)cc2)cc(Br)c1OCc1ccccc1F	99	-3	101	-2	98	96	-1	98	-15	x	99
O=C(CCNS(=O)(=O)c1ccc(Cl)cc1)N1CCC2(O)CCCCC2C1 (configuration not stated)	104	14	104	2	99	98	36	101	10	2	100
Cc1cccc(NC(=S)NC(=O)c2ccc(Br)o2)c1C	95	11	99	-3	95	95	16	96	-17	9	97
Cc1ccc(N=CC2=C(O)CC(c3ccco3)CC2=O)cc1 (configuration not stated)	107	19	105	-5	99	100	39	101	-17	-15	101
CCCCn1c(=O)c(CCC(=O)O)nc2ccccc21	95	17	96	1	94	97	11	97	10	x	96
Nc1c(Cl)ncnc1N/N=C/c1ccc2ccccc2n1	95	4	98	-3	97	99	15	97	-33	-5	95
CC(=O)NC(=O)c1nnn(Cc2ccccc2)c1NC(C)=O	100	-3	103	-3	98	101	22	100	-24	x	100
CC(C)(C)NC(=O)NC(=O)COC(=O)Cc1c(Cl)cccc1Cl	94	-8	93	-2	93	100	12	95	-8	x	96

(listing goes on)
SMILES	Cdc42 wt GTP	Mcl1 Noxa PPI	Rac1 wt GTP bind	Bim-Mcl-1	Rac1 act GTP bind	Rab7 wt GTP bind	Avidin fluor	HRas wt GTP bind	Mcl1-Bid inh	Pf gametocyte	Rab2A wt mod
COc1ccc(CC(=O)Nc2cccc(/C(C)=N/NC(=O)c3cccc([N+](=O)[O-])c3)c2)cc1	102	10	104	-4	97	101	8	101	-5	-3	103
COCCCN(C)C1CCN(C(=O)Nc2ccc(F)cc2)CC1	101	-11	102	2	100	95	6	99	-23	x	100
O=C(Nc1cc([N+](=O)[O-])ccc1F)c1ccc2c(c1)OCCO2	92	13	88	-1	93	92	12	95	-2	5	94
CC(NC(=O)c1ccnc(C(C)(C)C)c1)c1ccccc1 (configuration not stated)	99	6	100	-4	97	98	15	99	3	-3	98
Cc1cc(NC(=O)CCCn2nc([N+](=O)[O-])c(Br)c2C)no1	101	-12	99	-3	98	96	12	98	-1	-16	99
